# Menin MLL FP TR: qHTS Assay for Inhibitors Targeting the Menin-MLL Interaction in MLL Related Leukemias: Competition With Texas Red Labeled MLL-derived Mutant Peptide. O00255. Potency, µM (series often up to 61.6 µM), without a hit: top-dose FP activity change, negative = inhibition, usual class: inhibitors. Menin + Texas Red MLL mutant peptide, fluorescence polarization. 0.23% of 270,000 active; active = well fitted inhibition curve with a large enough effect in the polarisation, with a control signal flat, not every such curve was filed as active; inconclusive = small, poorly fitted or top-dose-only effect, or effect the other way, or a change in a side signal; inactive = no such curve, though single readings can be large or run the other way; the % refers to the polarisation; also: potency is read from the fitted curve at half-maximal effect; % of control where 0% means no effect; many of its hits are not listed in these tables
# Target sequence (O00255 whole entry, looked up): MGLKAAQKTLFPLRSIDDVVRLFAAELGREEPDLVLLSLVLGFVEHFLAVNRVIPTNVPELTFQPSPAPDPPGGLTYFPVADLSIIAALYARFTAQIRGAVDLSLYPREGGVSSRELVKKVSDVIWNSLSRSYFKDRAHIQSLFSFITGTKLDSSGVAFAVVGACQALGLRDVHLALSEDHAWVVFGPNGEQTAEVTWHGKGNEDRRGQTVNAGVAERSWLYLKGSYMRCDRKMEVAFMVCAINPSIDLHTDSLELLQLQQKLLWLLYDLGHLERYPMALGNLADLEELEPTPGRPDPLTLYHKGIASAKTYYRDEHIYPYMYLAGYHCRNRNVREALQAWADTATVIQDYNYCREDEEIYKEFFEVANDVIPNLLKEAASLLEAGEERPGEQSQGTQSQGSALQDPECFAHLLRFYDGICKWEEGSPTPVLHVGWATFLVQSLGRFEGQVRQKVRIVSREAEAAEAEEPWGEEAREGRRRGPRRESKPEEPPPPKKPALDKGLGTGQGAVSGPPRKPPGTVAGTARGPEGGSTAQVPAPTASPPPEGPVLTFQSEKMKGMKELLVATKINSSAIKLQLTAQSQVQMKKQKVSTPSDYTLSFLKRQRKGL
# Rab9 prom act: qHTS Assay for Rab9 Promoter Activators; 2.8% of 320,000 active; Potency, µM (doses to about 9.22 µM), without a hit: at the highest dose activation, negative = inhibition, actives largely listed as activators; Huh7 Rab9 promoter-luciferase reporter, luminescence, 24 h; also: potency is read from the fitted curve at half-maximal effect; % of control where 0% means no effect; nearly all actives have a fitted effect of over 60% in size
#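 Luminescence from Amplite-detected luciferase (10 minutes, ambient) reports Rab9 promoter activation. Before that, stable Rab9-luciferase Huh7 cells (1500/well, reduced-serum OP-MEM I plus 10% FBS) were exposed to compound for 24 hours at 37C.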
# p53 reactivation: qHTS assay for re-activators of p53 using a Luc reporter; H1299 p53-A138V BP100-luciferase reporter, luminescence, 24 h; Potency, µM (doses to about 92.2 µM), without a hit: at the highest dose activity change, positive = activation, most hits filed as activators; AID 504706, 2011; 0.063% of 320,000 active; also: potency is read from the fitted curve at half-maximal effect; % of control where 0% means no effect; nearly all actives have a fitted effect of over 45% in size
#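 p53-null H1299 cells stably carrying temperature-sensitive p53-A138V and a BP100-luciferase reporter were pinned with compounds (4-point, 1:5 series) and held 24 hrs at 37 deg C. Luminescence was read 10 min after detection reagent.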
# Gal4-VP16 FLuc: VP16 counterscreen qHTS for inhibitors of ROR gamma transcriptional activity | Drosophila S2 Gal4-VP16 UAS-luciferase, luminescence, 20 h | Potency, µM (highest dose often 53.6 µM), for inactives: at the highest dose activity, negative = inhibition, usual class: inhibitors | 3.5% of 310,000 active | AID 2546, 2010;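 also: Gal4-VP16 expression switched on by copper sulfate through the metallothionein promoter; potency is read from the fitted curve at half-maximal effect; % is scaled to controls: 0 for no effect and ±100 for the full control effect; nearly all actives have a fitted effect of over 50% in size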
# ELG1 genotox: qHTS screen for small molecules that induce genotoxicity in human embryonic kidney (HEK293T) cells expressing luciferase-tagged ELG1. Potency, µM (highest dose often 46 µM), inactives show at the top dose activity change, positive = activation, usual class: activators. HEK293T ELG1-luciferase reporter, luminescence, 16 h. 1.3% of 330,000 active; also: potency is read from the fitted curve at half-maximal effect; % of control where 0% means no effect; nearly all actives have a fitted effect of over 60% in size
#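 Genotoxicity was scored as increased ELG1-luciferase reporter signal, measured by ONE-Glo luminescence (30 min, room temperature). Compound or vehicle exposure of the HEK293T reporter cells lasted 16 hr at 37°C.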
# BRCA1 expr up: qHTS Assay to Identify Small Molecule Activators of BRCA1 Expression; Potency, µM (highest dose often 46.1 µM), without a hit: top-dose activation, actives largely listed as activators; 1.1% of 380,000 active; MCF7-BRCA1-FFLuc reporter, luminescence, 48 h; response scale: scaled: vehicle 0%, 10 µM genistein 100%; AID 624202, 2012; also: potency is read from the fitted curve at half-maximal effect; nearly all actives have a fitted effect of over 80% in size; some results filed as inactive show a strong effect at the top dose
#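 Cells: MCF7-BRCA1-FFLuc, 2000/well. Exposure: 48 h, 37 °C, 5% CO2. Read: luminescence, 15 min post-substrate. Controls: genistein 10 microM (maximal activation), DMSO (neutral).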
# NPC1 prom act: qHTS Assay for NPC1 Promoter Activators | Huh7 NPC1 promoter luciferase reporter, 24 h | Potency, µM (doses to about 9.22 µM), inactives show top-dose activation, actives largely listed as activators | 2.4% of 320,000 active | AID 485313, 2010;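 also: potency is read from the fitted curve at half-maximal effect; % of control where 0% means no effect; nearly all actives have a fitted effect of over 60% in size; reporter is driven by a mutant NPC1 promoter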
#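 Readout is luciferase luminescence, reflecting NPC1 promoter activation in stably transfected Huh7 cells after 24 h compound exposure at 37 °C in reduced-serum medium with 10% FBS.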
# PKM2 activator: qHTS Assay for Activators of Human Muscle isoform 2 Pyruvate Kinase. AID 1631, 2009. 0.34% of 260,000 active. purified PKM2, Kinase-Glo ATP luminescence, activation; response scale: 0% is enzyme alone, no compound. Potency, µM (series often up to 57.5 µM), for the others: at the top dose activation, actives largely listed as activators. Pyruvate kinase PKM (Homo sapiens), P14618; also: potency is read from the fitted curve at half-maximal effect; % is scaled to controls: 0 for no effect and ±100 for the full control effect; nearly all actives have a fitted effect of over 55% in size
#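 ATP formation by purified human PK-M2, quantified via coupled luciferase luminescence after 1 h at room temperature with 0.1 mM ADP and 0.5 mM PEP final.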
# Giardia killer: Small Molecules that selectively kill Giardia lamblia: qHTS | Giardia lamblia trophozoite viability | activity change, % at 7.66 µM, hits read low | 0.15% of 340,000 active; in the data active = activity change below about -80%; inconclusive = between about -30% and that limit;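 also: parasites exposed to compound for two days anaerobically before the ATP read; % is scaled to controls: 0 for no effect and ±100 for the full control effect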
#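 Media and compound were dispensed first, then trophozoites at 100 cells/well; plates sat 48 hrs at 37 deg C without oxygen before ATP luminescence reagent was added and read after 15-30 min at room temperature.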
# FLuc modulator: qHTS profiling assay for firefly luciferase inhibitor/activator using purifed enzyme and Km concentrations of substrates (counterscreen for miR-21 project); Luciferin 4-monooxygenase (Photinus pyralis), P08659; purified FLuc, Km substrates, luminescence inhibition; Potency, µM (doses to about 57.5 µM), for inactives: at the highest dose activity change, negative = inhibition, hits mostly inhibitors; 6.9% of 360,000 active; AID 588342, 2011;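 also: potency is read from the fitted curve at half-maximal effect; plate controls were vehicle for no effect and reference inhibitor for full effect; nearly all actives have a fitted effect of over 55% in size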
#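 Purified P. pyralis luciferase (10nM final) with 10uM D-luciferin and 10uM ATP (Km levels) in 50mM Tris acetate pH 7.5, 10mM Mg acetate, 0.01% Tween-20, 0.05% BSA; qHTS 6-point titration, ~60 µM downward; luminescence read.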
# RORgamma inh: qHTS for inhibitors of ROR gamma transcriptional activity. Potency, µM (doses to about 53.6 µM), without a hit: at the highest dose activity change, negative = inhibition, hits mostly inhibitors. Drosophila S2 Gal4-RORgamma UAS-luciferase reporter, 20 h. Nuclear receptor ROR-gamma (Mus musculus), P51450. 5.4% of 310,000 active. AID 2551, 2010; also: potency is read from the fitted curve at half-maximal effect; % is scaled to controls: 0 for no effect and ±100 for the full control effect; nearly all actives have a fitted effect of over 60% in size
# Target sequence (P51450 whole entry, looked up, the tested form may be a part): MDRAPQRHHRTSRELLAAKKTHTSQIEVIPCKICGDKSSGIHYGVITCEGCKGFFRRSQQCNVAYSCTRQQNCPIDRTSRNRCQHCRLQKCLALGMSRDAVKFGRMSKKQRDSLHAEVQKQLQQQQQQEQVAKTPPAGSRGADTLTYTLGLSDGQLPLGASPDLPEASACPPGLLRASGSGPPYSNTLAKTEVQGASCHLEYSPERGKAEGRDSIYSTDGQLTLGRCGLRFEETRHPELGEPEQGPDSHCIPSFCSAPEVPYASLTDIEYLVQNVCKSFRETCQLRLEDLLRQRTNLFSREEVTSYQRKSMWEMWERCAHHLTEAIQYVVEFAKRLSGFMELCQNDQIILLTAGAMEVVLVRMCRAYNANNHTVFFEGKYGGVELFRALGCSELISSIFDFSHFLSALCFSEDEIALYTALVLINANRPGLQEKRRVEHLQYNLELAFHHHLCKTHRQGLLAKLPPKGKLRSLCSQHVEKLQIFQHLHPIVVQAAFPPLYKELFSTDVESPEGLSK
#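 Luciferase reporter read in Schneider cells carrying Gal4-RORγ (mouse) and UAS-Photinus luciferase; cells given compound 1 h before 700 uM copper sulfate induction, then incubated 20 h at ambient temperature.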
# * hit, by the source's call; ? = inconclusive; . = not tested or not shown; [ ] = remark or other dose. Unless noted, calls follow the shape of the dose curve; as a rule, active = well fitted curve in the direction sought with a large enough effect; inconclusive = small, poorly fitted or top-dose-only effect, or another doubt; inactive = no such curve, though single readings can be large; an effect the other way counts as inactive or inconclusive. Only part of the results is shown, so the mix of outcomes need not match the whole.
cpd	SMILES	Menin MLL FP TR	Rab9 prom act	p53 reactivation	Gal4-VP16 FLuc	ELG1 genotox	BRCA1 expr up	NPC1 prom act	PKM2 activator	Giardia killer	FLuc modulator	RORgamma inh
1	COc1ccc(C2(CNC(=O)c3cccc([N+](=O)[O-])c3)CCOCC2)cc1	-1%	1%	3%	-10%	-2%	-16%	-1%	0%	-5	-2%	-11%
2	Cn1c(SCC(=O)Nc2ccc(Br)cc2F)nnc1-c1ccco1	-1%	-4%	-1%	-15%	-1%	0%	-5%	1%	-12	-16%	-2%
3	CC(=O)N/N=C(/C)c1ccc(NC(=O)c2csc(C)c2C)cc1	.	1.4µM*	?	6%	12µM*	?	2.8µM*	-11%	8	11µM*	-31%
4	c1ccc2c(c1)OCc1cn[nH]c1-2	.	3%	2%	-9%	1%	25%	2%	0%	7	-4%	9%
5	O=C(Nc1ccc(F)c(Cl)c1)C1CC(=O)n2c(nc3ccccc32)N1 (configuration not stated)	-2%	?	-3%	?	-4%	-8%	-1%	-28%	-3	-2%	3.5µM*
6	COc1cccc(NC(=O)C2C3C=CC(O3)C2C(=O)NCc2cccnc2)c1 (configuration not stated)	0%	0%	?	?	4%	-12%	3%	-1%	-6	1%	?
7	Cc1ccccc1/C=C/C1=NCCN1	-6%	-39%[inhibitor][46.1 µM]	3%	.	-44%[inhibitor]	-49%	0%[46.1 µM]	.	-26	3%	.
8	Cc1nn(C)c2ncc(C(=O)c3ccccc3O)cc12	10%	0%	0%	5%	-1%	12%	0%	-2%	-15	5%	2%
9	Cc1ccc(Nc2ncnc(N)n2)cc1C	0%	7%	9%	4%	17%	33%	6%	2%	3	.	16%
10	CCOC(=O)C1CC=C(Cl)CC1C(=O)Nc1nccs1 (configuration not stated)	0%	-5%	-5%	.	-11%	-2%	0%	-2%	0	6%	5%[0.365 µM]
11	CC1CCc2[nH]c3ccc(C(=O)N(C)CC(=O)Nc4ccccc4Br)cc3c2C1 (configuration not stated)	.	-5%	-11%	.	-26%	-42%	3%	.	4	-6%	.
12	CSc1ncc(C(=O)O)n1-c1ccc(F)cc1	-17%	0%	2%	1%	-3%	-13%	-6%	-3%	-3	16%	-1%
13	Cc1cccc(N2C(=O)CC(N(O)c3ccccc3)C2=O)c1 (configuration not stated)	9%	?	?	2%	?	33%	20%	10%	9	2%	?
14	Cc1cc(-c2c(C)[nH]n(-c3ccccc3)c2=O)n[nH]1	2%	1%	5%	1µM*	-4%	-2%	1%	0%	8	-14%	0.4µM*
15	Cc1ccc(N2CC(C(=O)NCc3n[nH]c(=O)c4ccccc34)CC2=O)cc1 (configuration not stated)	.	-2%	1%	.	-4%	-26%	0%	.	5	-5%	.
16	CC(C)(C)NC(=O)C(c1ccccn1)N(C(=O)C1CSC(=O)C1)c1ccc(F)cc1 (configuration not stated)	0%	4%	-3%	-8%	0%	11%	-3%	-1%	-6	1%	-15%
17	COC(=O)c1nc2ccccn2c1F	-15%	-6%	-2%	0%	17%	7%	-3%	-2%	-4	-1%	25%
18	Nn1c(Cc2ccccc2F)nnc1SCC(=O)Nc1cccc(S(=O)(=O)NC2=NCCCCC2)c1	-18%	0%	-1%	-5%	1%	1%	-3%	?	-14	1%	14%
19	CC(=O)N1CN(C2CC(C)(C)NC(C)(C)C2)Cc2c1sc1c2CCCC1	-4%	-3%	4%	-20%	0%	-39%	0%	-1%	7	-1%	20%
20	O=C(Nc1nc(-c2ccccc2)cs1)c1ccc(Br)o1	-30%	20%	?	0%	6%	69%	11%	0%	-3	24µM*	-18%
21	Cc1ccc(CN2CCN(/N=C\C(Br)=C\c3ccccc3)CC2)cc1	-26%	-3%	-1%	?	0%	-18%	5%	-2%	1	-5%	38%
22	C=CCn1c(N)cc(=O)nc1SCC(=O)Nc1ccc(C(=O)OCC)cc1	-11%	-3%	2%	-3%	1%	20%	0%	0%	-7	3%	20%
23	Cc1nc(CSc2nsc(C)c2C#N)cs1	4%	14%	-1%	7%	6%	25%	-13%	-6%	-6	-10%	-5%
24	O=C(NC(Cc1ccccc1)C(=O)O)C1CCN(S(=O)(=O)c2ccccc2C(F)(F)F)CC1 (configuration not stated)	-4%	-2%	0%	12%	1%	2%	5%	.	-11	2%	-26%
25	COc1ccc(C2=NOC(C(=O)NC3CCCCC3)C2)cc1OC (configuration not stated)	-4%	7%	-17%	4%	-1%	-30%	-1%	-12%	13	-1%	2%
26	CC(C)N1C(=O)N(c2ccc(Cl)cc2)C(C)(O)CC1(C)C (configuration not stated)	?	-3%[1.84 µM]	0%	18%	-2%	-2%	-2%	.	3	2%	-12%
27	Cc1nnsc1C(=O)N1CCN(c2ccc(F)cc2)CC1	.	-1%	-5%	2%	0%	27%	-2%	-9%	-4	-1%	-5%
28	O=C(NCc1ccc(F)cc1)c1cccs1	-3%	4%	.	.	-1%	3%	1%	-2%	-2	3%	.
29	Cc1ccc(S(=O)(=O)N2CCCCC2)c(C)c1NS(C)(=O)=O	-13%	0%	-4%	-4%	0%	7%	-2%	3%	10	0%	8%
30	Brc1ccc(-c2nc3ccccc3s2)s1	2%	1.6µM*	?	?	?	71%	?	-9%	11	1.1µM*	41%[10 µM]
31	O=C(Nc1cc(C(F)(F)F)ccc1Cl)C(=O)N1CCCCC1	2%	-3%	-6%	-1%	3%	-19%	2%	-6%	37[activator]	5%	-4%
32	CC(C)(C)C(=O)NC(=S)N1CCOCC1	8%	-5%	-1%	-11%	3%	-3%	-4%	2%	-16	8%	-24%
33	Cn1nccc1C(=O)N1CCCC(C(=O)c2ccc(Oc3ccccc3)cc2)C1 (configuration not stated)	-19%	4%	3%	-14%	-3%	3%	0%	0%	18	4%	41%
34	CC(C)(C)c1ccc(S(=O)(=O)CC(O)CSc2nc3c(cc2C#N)CCCC3)cc1 (configuration not stated)	-12%	3%	5%	-7%	-12%	-6%	-1%	-5%	0	-4%	15%
35	COc1ccc2oc(C(=O)OCC(=O)N(C)c3ccccc3)c(C)c2c1	.	-2%	17%	.	-1%	-1%	-1%	.	-5	-5%	.
36	COC(=O)Cn1nc(-c2ccc(C)cc2)c2ccccc2c1=O	-10%	-1%	-4%	-8%	27%	-5%	-4%	-3%	-4	-2%	20%
37	COc1ccc2[nH]c(=O)c(CN(Cc3ccco3)Cc3nnnn3Cc3ccccc3)cc2c1	0%	-3%	11%	-2%	-10%	-37%	-1%	-4%	-11	-6%	2%
38	Cc1ccc(-n2cc(CN3CCNC(=O)CC3)c(-c3cccc(C)c3)n2)cc1	6%	-13%	-2%	6%	-1%	-5%	-7%	1%	-8	?	-4%
39	CCOc1ccc(NC(=S)Nc2cccc3ccccc23)cc1	1%	11%	?	8.9µM*	0%	22%	10%	-4%	0	-14%	7.9µM*
40	O=S(=O)(Nc1cccc(-c2ccc3nncn3n2)c1)c1ccccc1F	.	1%	-10%	.	?	-6%	15%	.	24	0%	.
41	Cc1ccc(-c2nnc(NCc3nc4ccccc4[nH]3)c3ccccc23)cc1S(=O)(=O)N1CCCCC1	1%	-5%	-19%	1%	-1%	-41%	-3%	0%	0	6%	-6%
42	N#Cc1ccsc1NC(=O)CN1CCN(c2ccc(O)cc2)CC1	31%[activator]	1%	13%	2%	7%	-27%	8%	17%	-23	0%	-10%
43	Cc1cccc(N2CCN(C(=O)C3CCCN(S(=O)(=O)c4cnc[nH]4)C3)CC2C)c1 (configuration not stated)	7%	-3%	0%	6%	-7%	-21%	0%	-10%	-7	4%	33%
44	COc1ccc(C(NC(=O)CC(C)C)c2c(O)ccc3ccccc23)cc1 (configuration not stated)	?	-2%	.	-5%	0%	-58%	-2%	-5%	-11	2%	33%
45	CC1CC(=O)N(c2ccc(N(C)Cc3ccccc3)c([N+](=O)[O-])c2)C1=O (configuration not stated)	4%	9%	11%	-7%	-3%	3%	2%	-2%	-13	?	-1%
46	COc1ccc(C(=O)Nc2ccccc2C(=O)O)cc1Cl	?	3.5µM*	?	-16%	?	115%	?	-1%	?	5.4µM*	?

# High-throughput results from PubChem.
